AmpC inh detg: qHTS Inhibitors of AmpC Beta-Lactamase (assay with detergent) | P00811 | AmpC hydrolysis of nitrocefin, absorbance 480 nm, 0.01% Triton | Potency, µM (highest dose often 114 µM), for the others: top-dose activity change, negative = inhibition, usual class: inhibitors | 0.041% of 370,000 active | AID 485294, 2010;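 note: potency is the fitted concentration of half-maximal effect; 0% = no-compound wells and -100% = no-enzyme wells; nearly all actives have a fitted effect of over 25% in size; some results filed as inactive show a strong effect at the top dose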
Target sequence (P00811 whole entry, looked up): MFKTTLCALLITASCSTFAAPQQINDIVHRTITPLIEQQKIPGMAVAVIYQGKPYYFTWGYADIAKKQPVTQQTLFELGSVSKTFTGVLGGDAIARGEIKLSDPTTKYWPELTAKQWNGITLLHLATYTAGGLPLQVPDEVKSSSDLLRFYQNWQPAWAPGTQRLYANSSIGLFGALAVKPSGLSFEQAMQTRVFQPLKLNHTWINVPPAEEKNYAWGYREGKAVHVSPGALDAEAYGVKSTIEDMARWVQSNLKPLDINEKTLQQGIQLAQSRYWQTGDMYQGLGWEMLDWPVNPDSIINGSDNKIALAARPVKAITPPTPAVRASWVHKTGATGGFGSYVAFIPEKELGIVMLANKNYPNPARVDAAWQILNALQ
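AmpC (5.3 nM in the dispensed reagent) in 20 mM phosphate pH 7.0 with 0.01% (detergent screen) or 0.0001% Triton X-100 was preincubated with compounds for 15 min at room temperature. Nitrocefin was then added from an 800 uM solution, and hydrolysis was followed at 480 nm.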
AmpC no deterg: qHTS Inhibitors of AmpC Beta-Lactamase (assay without detergent); AmpC nitrocefin hydrolysis, absorbance 480 nm, 0.0001% Triton; Potency, µM (highest dose often 57.1 µM), inactives show at the top dose activity change, negative = inhibition, usual class: inhibitors; 0.52% of 330,000 active; P00811; AID 485341, 2010;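 note: potency is the fitted concentration of half-maximal effect; plate controls were no compound for no effect and no enzyme for full effect; nearly all actives have a fitted effect of over 20% in size; some results filed as inactive show a strong effect at the top dose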
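20 mM phosphate pH 7.0 + 0.01% (detergent screen) or 0.0001% Triton X-100; 5.3 nM AmpC reagent; cpd preinc 15 min RT; nitrocefin (800 uM stock) to start; A480 q20 s × 4 min; Activity was normalised to no-enzyme and no-compound control wells.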
HCV inh: qHTS Assay for Inhibitors of Hepatitis C Virus (HCV) | Potency, µM (doses to about 41.8 µM), for inactives: at the highest dose activity change, negative = inhibition, most hits filed as inhibitors | 3.4% of 340,000 active | AID 651820, 2012 | Huh7.5.1 HCVcc-Cre infection, luciferase reporter, 44 h; note: potency is the fitted concentration of half-maximal effect
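Reporter virus HCVcc-Cre (~0.5 moi) infects cells exposed to compound; seeding density 1,000 cells/well with 4 h settling beforehand. Luminescence, 15 sec read, taken 44 h post-infection following a 15 min RT substrate incubation.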
FBPA Giardia inh: qHTS Assay for Inhibitors of Fructose-1,6-bisphosphate Aldolase from Giardia Lamblia; A8B2U2; purified Giardia FBPA; Potency, µM (series often up to 59.6 µM), for the others: at the highest dose activity, negative = inhibition, actives largely listed as inhibitors; 0.71% of 290,000 active; AID 2451, 2010; note: potency is the fitted concentration of half-maximal effect; nearly all actives have a fitted effect of over 55% in size
Target sequence (A8B2U2 whole entry, looked up): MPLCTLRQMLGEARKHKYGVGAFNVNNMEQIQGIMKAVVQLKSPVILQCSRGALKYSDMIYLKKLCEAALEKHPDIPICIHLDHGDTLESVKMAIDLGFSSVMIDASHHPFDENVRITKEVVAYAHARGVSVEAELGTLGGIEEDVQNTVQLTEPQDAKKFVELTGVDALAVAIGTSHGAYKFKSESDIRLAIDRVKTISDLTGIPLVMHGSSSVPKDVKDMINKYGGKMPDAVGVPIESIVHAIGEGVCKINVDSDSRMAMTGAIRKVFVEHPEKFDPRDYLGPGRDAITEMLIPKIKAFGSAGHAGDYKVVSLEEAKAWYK
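Giardia FBPA (40 nM reagent) was preincubated 10 min at RT with compound (up to 57.5 uM final), then substrate plus GAPDH/TPI/NAD/arsenate coupling system with diaphorase/resazurin was added; resorufin fluorescence (525/598 nm) was read after 20 min.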
Sm TGR inh: qHTS Assay for the Inhibitors of Schistosoma Mansoni Peroxiredoxins. Potency, µM (series often up to 114 µM), for the others: at the top dose activity change, negative = inhibition, actives largely listed as inhibitors. Schistosoma mansoni thioredoxin glutathione reductase (TGR), Q962Y6. 3% of 360,000 active. AID 485364, 2010. purified TGR, DTNB reduction, TNB absorbance 405 nm; note: potency is the fitted concentration of half-maximal effect; nearly all actives have a fitted effect of over 60% in size
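First, TGR (20 nM dispensed) and NADPH were mixed with compound. Second, a 15 min room-temperature incubation followed. Third, further NADPH and then DTNB were added to start the reaction. Finally, TNB absorbance was monitored kinetically.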
HCMV inh: qHTS Assay for inhibitors of the human cytomegalovirus (HCMV) | HFF cells, HCMV-luciferase reporter, 72 h; active compounds read low | activity change, negative = inhibition, % at 57.5 µM | 4.5% of 410,000 active; in the data active = activity change below about -60%; inconclusive = no clear call, values can overlap the other calls; inactive = above about -39%
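Steps: HFFs plated, 16 h 37C; compounds added; HCMV-luciferase added to MOI 1 PFU/cell; 72 h 37C; OneGlo reagent, 5 min room temperature; luminescence read, normalized to controls.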
An asterisk follows results filed as active; ? = inconclusive; nt = not tested or not shown; & = joins results of further samples; [ ] = remark or other dose. Unless noted, calls come from the whole dose curve; as a rule, active = well fitted curve in the direction sought with a large enough effect; inconclusive = small, poorly fitted or top-dose-only effect, or another doubt; inactive = no such curve, though single readings can be large; an effect the other way counts as inactive or inconclusive. Unless noted, % is set by controls: 0 for no effect and ±100 for the full control effect.

SMILES	AmpC inh detg	AmpC no deterg	HCV inh	FBPA Giardia inh	Sm TGR inh	HCMV inh
COC(=O)c1cccc(C(=O)N2CCC(CO)(Cc3ccccc3Cl)CC2)c1	4%	168%[activator]	-6%	4%	-6%	1
COc1ccc(C2=C(C=Nc3c(C)n(C)n(-c4ccccc4)c3=O)C(c3ccccc3C)c3ccccc3O2)cc1OC (stereo unspecified)	-12%	-7%	?	-2%	-11%	5
Cc1cc(C(=O)OCC(=O)N2C(C)CCCC2C)c2ccccc2n1 (stereo unspecified)	nt	43%	-15%	nt	nt	12
O=S(=O)(NC1CC1)c1ccc(Cl)cc1	-10%	-9%	11%	5%	4%	18
COc1ccc(NC(=O)CCCC(=O)NCCc2ccc(OC)c(OC)c2)cc1	2%	-3%	0%	0%	-18%	7
CC(C)CC(NC(=O)C(NC(=O)OC(C)(C)C)C(C)C)C(=O)N1CCCC1C(N)=O (stereo unspecified)	-1%	14%	21%	3%	9%	-31
COCCCn1c(=O)c2sccc2n2c(CCCC(=O)NCc3ccc(F)cc3)nnc12	-2%&2%	32%	13%	5%	3%&6%	-12&-37
O=C(NCc1cc([N+](=O)[O-])ccc1O)c1cccnc1Sc1ccc(Cl)cc1	9%	4%	8%	nt	-2%	8
COc1ccc(OC)c(/C=C/C(=O)N(C)CC(=O)Nc2ccc(C)cc2)c1	1%	-13%	?	4%	2%	?
COc1ccc(/C=C(\C#N)c2c[nH]c3ccccc23)cc1	-4%	-56%	?	-14%	14µM*	-7
COc1ccccc1NC(=O)Nc1ccc2c(c1)CCC2	-2%	10µM*	-29%	nt	5%	60
O=C(COc1ccccc1O)NNc1ccccc1	-4%	-5%	-8%	-3%	-22%	-15
CCc1ccc(C(=O)CSC2=C(C#N)C(c3ccco3)C(C(C)=O)=C(C)N2)cc1 (stereo unspecified)	?	-44%	nt	-16%	?	nt
COc1ccc(/C=C/C(=O)Oc2cccc(/C=N/NC(=O)COc3c(C)cccc3C)c2)cc1	-14%	-21%	0%	4%	-21%	?
COc1ccc(C)cc1COC(=O)c1[nH]c(C)c(C(C)=O)c1C	1%	-2%	?	10%	?	-4
CCOC(=O)c1cc(NC(=O)C2C3CCC(O3)C2C(=O)O)cc(C(=O)OCC)c1 (stereo unspecified)	?	36%	nt	3%	1%	6
Cc1nnc(SCC(=O)Nc2sc3c(c2C#N)CCCC3)[nH]c1=O	0%	-39%	-4%	5%	-2%	-17
Cc1cc(Br)cc(C)c1OCC(=O)Nc1ccc(S(=O)(=O)Nc2ncccn2)cc1	17%	nt	nt	nt	-13%	13
CCc1cc2cc3c(cc2nc1SCC(=O)N1CCN(C(=O)c2ccco2)CC1)OCO3	?	81%[activator]	?	2%	-25%	-14
CCN1CCN(S(=O)(=O)c2ccc3ccccc3c2)CC1	?	-11%	-1%	0%	-22%	-2
Cc1cc(C)n(-c2nc(NCCN(C)C)c3c4c(sc3n2)COC(C)(C)C4)n1	1%	76%[activator]	?	0%	-2%	?
CCCCCCn1c(N2CCN(c3ccccc3)CC2)nc2c1c(=O)n(C)c(=O)n2C	2%	14%	?	5%	7%	-28
COc1ccc(CC(=O)N2CCN(c3ccccc3)CC2)cc1	0%	-3%	7%	1%	9%	28
OCCC1CN(Cc2ccc3ncccc3c2)CCN1Cc1ccccc1 (stereo unspecified)	1%	-8%	-3%	-3%	-21%	-22
CS(=O)(=O)NCCNc1cc(Cl)ccc1[N+](=O)[O-]	?	-7%	11%	3%	11%	-34

Part of the list above, in markdown:
| Structure | AmpC inh detg | AmpC no deterg | HCV inh | FBPA Giardia inh | Sm TGR inh | HCMV inh |
| --- | --- | --- | --- | --- | --- | --- |
| O=S(=O)(NC1CC1)c1ccc(Cl)cc1 | -10% | -9% | 11% | 5% | 4% | 18 |
| COc1ccc(NC(=O)CCCC(=O)NCCc2ccc(OC)c(OC)c2)cc1 | 2% | -3% | 0% | 0% | -18% | 7 |
| CC(C)CC(NC(=O)C(NC(=O)OC(C)(C)C)C(C)C)C(=O)N1CCCC1C(N)=O (stereo unspecified) | -1% | 14% | 21% | 3% | 9% | -31 |
| COCCCn1c(=O)c2sccc2n2c(CCCC(=O)NCc3ccc(F)cc3)nnc12 | -2%&2% | 32% | 13% | 5% | 3%&6% | -12&-37 |
| O=C(NCc1cc([N+](=O)[O-])ccc1O)c1cccnc1Sc1ccc(Cl)cc1 | 9% | 4% | 8% | nt | -2% | 8 |
| COc1ccc(OC)c(/C=C/C(=O)N(C)CC(=O)Nc2ccc(C)cc2)c1 | 1% | -13% | ? | 4% | 2% | ? |
| COc1ccc(/C=C(\C#N)c2c[nH]c3ccccc23)cc1 | -4% | -56% | ? | -14% | 14µM* | -7 |
| COc1ccccc1NC(=O)Nc1ccc2c(c1)CCC2 | -2% | 10µM* | -29% | nt | 5% | 60 |
| O=C(COc1ccccc1O)NNc1ccccc1 | -4% | -5% | -8% | -3% | -22% | -15 |
| CCc1ccc(C(=O)CSC2=C(C#N)C(c3ccco3)C(C(C)=O)=C(C)N2)cc1 (stereo unspecified) | ? | -44% | nt | -16% | ? | nt |
| COc1ccc(/C=C/C(=O)Oc2cccc(/C=N/NC(=O)COc3c(C)cccc3C)c2)cc1 | -14% | -21% | 0% | 4% | -21% | ? |
| COc1ccc(C)cc1COC(=O)c1[nH]c(C)c(C(C)=O)c1C | 1% | -2% | ? | 10% | ? | -4 |
| CCOC(=O)c1cc(NC(=O)C2C3CCC(O3)C2C(=O)O)cc(C(=O)OCC)c1 (stereo unspecified) | ? | 36% | nt | 3% | 1% | 6 |

Following part:
SMILES	AmpC inh detg	AmpC no deterg	HCV inh	FBPA Giardia inh	Sm TGR inh	HCMV inh
Cn1c(C(=O)Nc2ccc(Cl)cc2)cc2cc(Cl)ccc21	0%	-21%	10%	-5%	-32%	9
Cc1ccc(NCc2n[nH]c(=S)n2-c2cccc(Cl)c2)cc1	-14%	-23%	23%	0%	6%	22
Cc1ccc(C(=O)N2CCN(c3ccc([N+](=O)[O-])c(N4CCOCC4)c3)CC2)cc1	-7%	100%[activator]	-24%	0%	-7%	-9
Cc1cc(S(=O)(=O)N(Cc2ccc(F)cc2)CC2CCCO2)ccc1-n1cnnn1 (stereo unspecified)	?	46%	2%	4%	-29%	-3
CCc1nc(C)cn1S(=O)(=O)c1ccc(Br)cc1	?	-6%	9%	-2%	6%	8
O=C(CN1CCN(c2ccccc2F)CC1)NCc1ccccc1	4%	44%	9%	14%	13%	27
COc1cc2c(cc1NC(=O)c1cccc([N+](=O)[O-])c1C)oc1ccccc12	0%	-33%	2µM*	2%	3%	-8
O=C(NNC(=O)c1ccccc1[N+](=O)[O-])Nc1ccccc1C(F)(F)F	8%	-23%	5%	3%	4%	0
O=C(N/N=C/c1ccc(OCc2ccccc2)cc1)c1ccncc1	-5%	-6%	1%	0%	-3%	-11
CCCCSc1nc2c(=O)[nH][nH]c(=O)c2n1Cc1ccccc1	5%	-10%	17%	6%	-14%	-21
CCOc1ccc(Cn2nnc(C(=O)Nc3ccc(OC)cc3OC)c2N)cc1	?	13%	-1%&-4%	3%	-4%	13
Cc1ccccc1NC(=O)Cn1c(=O)n(CCCC(=O)NCc2ccc3c(c2)OCO3)c(=O)c2ccccc21	22%	nt	nt	nt	7%	-14
CN1CCC(NC(=O)NC2CCCCC2)CC1	0%	-5%	6%	2%	3%	2
Cc1ccc(C(=O)N2CC(C)OC(C)C2)cc1[N+](=O)[O-] (stereo unspecified)	0%	-12%	-1%	0%	-3%	?
Cc1ccc(-c2cn(CCC(=O)O)c(-c3ccc(Cl)nc3)n2)cc1	-8%	-17%	4%	nt	0%	0
CCOC(=O)N1CCC(NC(=O)c2ccc3c(c2)N(Cc2cccc(C)c2)C(=O)c2ccccc2S3(=O)=O)CC1	16%	nt	nt	nt	1%	-20
Cc1cccc(-n2c(SCC(=O)Nc3nonc3C)nnc2-c2ccoc2C)c1	2%	15%	-7%	2%	-7%	-7
CCN(CC(=O)Nc1ccccc1OC)C(=O)CSCc1c(C)noc1C	-5%	-1%	-4%	nt	2%	96
Cc1ccc(-c2ccc(/C=N/NC(=O)CN3CCCC3)o2)cc1Cl	5%	9%	-2%	2%	4%	22
O=C(Nc1ccc(C(O)(C(F)(F)F)C(F)(F)F)cc1)c1ccc(Cl)c([N+](=O)[O-])c1	-7%	-51%	?	-21%	-9%	-16
CCn1nc(C)c(NC(=O)Nc2cccc(Cl)c2Cl)c1C	?	-1%[2.29 µM]	-3%	-1%	2%	-31
Cc1cccc(-c2nc(CS(=O)CC(=O)NCCc3ccc(Cl)cc3)c(C)o2)c1 (stereo unspecified)	?	139%[activator]	?	4%	?	-34
COc1cc(C)c(S(=O)(=O)NCc2cccs2)cc1C	2%	-19%	2%	-8%	6%	-27
CC(C)CNC(=S)Nc1ccc(S(N)(=O)=O)cc1	1%	-6%	8%	0%	?	39
N#CCCn1nc(-c2ccccc2)cc1Nc1ccccc1NC(=O)C(F)(F)F	-10%	7%	32%[activator]	0%	-7%	-3

3 records drawn at random from the list so far, as already listed:
SMILES	AmpC inh detg	AmpC no deterg	HCV inh	FBPA Giardia inh	Sm TGR inh	HCMV inh
Cc1cc(S(=O)(=O)N(Cc2ccc(F)cc2)CC2CCCO2)ccc1-n1cnnn1 (stereo unspecified)	?	46%	2%	4%	-29%	-3
Cc1ccc(NCc2n[nH]c(=S)n2-c2cccc(Cl)c2)cc1	-14%	-23%	23%	0%	6%	22
Cn1c(C(=O)Nc2ccc(Cl)cc2)cc2cc(Cl)ccc21	0%	-21%	10%	-5%	-32%	9

Next records.
SMILES	AmpC inh detg	AmpC no deterg	HCV inh	FBPA Giardia inh	Sm TGR inh	HCMV inh
CCOc1ccc(/C=C2/C(=O)NC(=O)N(CCc3ccc(F)cc3)C2=O)cc1	4%	-29%	13%	0%	?	?
CCc1nc(SCC(=O)c2ccccc2)c2c(=O)n(C)c(=O)n(C)c2n1	-4%	-9%	13µM*	-14%	-11%	0
CC(=O)Oc1cccc(C(=O)Nc2ccc(NC(=O)c3cccs3)cc2)c1	-3%	-1%	?	9%	11%	49
O=C(Cn1cnc(Cl)c1Cl)c1ccccc1	?	-23%	7%	2%	0%	31
COC(=O)c1ccc(NC(=O)CSc2ccccc2)cc1	-8%	-38%	-11%	-3%	-28%	47
CC(=O)C[C@@H](O)CC(=O)[C@@H]1OC(=O)[C@@H](C)C/C=C\Cc2ccccc21	nt	-7%	14%	nt	nt	4
Cc1ccc(C(=O)N2CCN(c3cccc(Cl)c3)CC2)cc1C	?	37%	?	0%	0%	-13

Assay outcomes deposited in PubChem BioAssay by National Center for Advancing Translational Sciences (NCATS).
